Source: PubChem (The Scripps Research Institute Molecular Screening Center)
EBNA-1 inhibitor – EBNA-1 DNA-binding inhibitors, primary screen, biochemical, fluorescence polarization; AID 1950, 2009; inhibition, % at 14.8 µM; hit rate 0.34% among 300,000; in the data active = inhibition above about 28%
PAFAH1B3 inh – PAFAH1B3 enzyme inhibitors, primary screen, biochemical, fluorescence polarization, human; recombinant PAFAH1B3, FP-rhodamine probe; inhibition, % at 3.39 µM; hit rate 0.28% among 340,000; AID 492972, 2010;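 active = inhibition above the screen-wide average of all tested compounds plus 3 SD, cut at about 25% in these data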;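 also: 0% = enzyme with DMSO only and 100% = wells lacking PAFAH1B3 protein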
ZTA DNA inh – blocks Epstein-Barr virus ZTA, an EBNA-1 counter-screen; hit rate 0.15% among 320,000; inhibition, % at 11 µM; ZTA-DNA binding, fluorescence polarization; AID 2234; in the data active = inhibition above about 33%
Target sequence (P03206 whole entry, looked up): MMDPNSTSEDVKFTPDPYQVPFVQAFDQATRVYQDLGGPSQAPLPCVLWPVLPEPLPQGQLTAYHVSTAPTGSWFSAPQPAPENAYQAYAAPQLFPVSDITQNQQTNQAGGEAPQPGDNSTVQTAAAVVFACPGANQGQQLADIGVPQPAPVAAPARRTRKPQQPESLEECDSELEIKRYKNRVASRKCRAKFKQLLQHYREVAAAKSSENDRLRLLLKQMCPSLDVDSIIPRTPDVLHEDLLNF
LYPLA1 counter – LYPLA1 inhibitors, primary screen, counter-screen for PME1 inhibitor project, biochemical, fluorescence polarization, FP-Rh probe ABPP; hit rate 0.16% among 320,000; recombinant LYPLA1; inhibition, % at 5.9 µM; Acyl-protein thioesterase 1 (Homo sapiens), O75608;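 active = inhibition above the mean of all tested compounds plus 3 SD, set per campaign, cut at about 14% in these data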;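 also: inhibitors block serine hydrolase probe labeling of LYPLA1 so polarization falls; 0% = enzyme with DMSO and 100% = wells lacking LYPLA1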
PAFAH1B2 FP inh – PAFAH1B2 enzyme inhibitors, primary screen, biochemical, fluorescence polarization, human. recombinant PAFAH1B2, FP-rhodamine activity probe. inhibition, % at 3.39 µM. Platelet-activating factor acetylhydrolase IB subunit alpha2 (Homo sapiens), P68402. AID 492953, 2010. hit rate 1.2% among 340,000;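 active = inhibition above the mean of all tested compounds plus 3 SD, cut at about 24% in these data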;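 also: 0% = enzyme with DMSO and 100% = wells lacking PAFAH1B2; many of its hits are not listed in these tables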
LYPLA2 inh – LYPLA2 inhibitors, primary screen, counter-screen for PME1 inhibitor project, biochemical, fluorescence polarization, FP-Rh probe ABPP | Acyl-protein thioesterase 2 (Homo sapiens), O95372 | recombinant LYPLA2 | inhibition, % at 5.9 µM | hit rate 0.38% among 320,000 | AID 2177, 2009;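 active = inhibition above the screen-wide mean plus 3 SD, limit set per campaign, cut at about 26% in these data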;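 also: 0% = LYPLA2 with DMSO and 100% = wells lacking LYPLA2 enzyme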
PAFAH2 FP inh – PAFAH2 enzyme inhibitors, primary screen, biochemical, fluorescence polarization, human; Platelet-activating factor acetylhydrolase 2, cytoplasmic (Homo sapiens), Q99487; recombinant PAFAH2, FP-rhodamine activity probe; hit rate 0.99% among 340,000; inhibition, % at 3.39 µM;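 active = inhibition above the mean over all tested compounds plus 3 SD, cut at about 30% in these data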;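 also: inhibitors block probe labeling of enzyme so polarization drops; 0% = enzyme with DMSO and 100% = wells lacking PAFAH2 protein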
PREPL inh – PREPL enzyme inhibitors, primary screen, biochemical, fluorescence polarization. Prolyl endopeptidase-like (Homo sapiens), Q4J6C6. hit rate 0.68% among 320,000. recombinant PREPL, fluorescence polarization activity-based probe. inhibition, % at 5.96 µM; in the data active = inhibition above about 43%;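 also: 0% = enzyme with DMSO and 100% = wells lacking enzyme; many of its hits are not listed in these tables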
Target sequence (Q4J6C6 whole entry, looked up): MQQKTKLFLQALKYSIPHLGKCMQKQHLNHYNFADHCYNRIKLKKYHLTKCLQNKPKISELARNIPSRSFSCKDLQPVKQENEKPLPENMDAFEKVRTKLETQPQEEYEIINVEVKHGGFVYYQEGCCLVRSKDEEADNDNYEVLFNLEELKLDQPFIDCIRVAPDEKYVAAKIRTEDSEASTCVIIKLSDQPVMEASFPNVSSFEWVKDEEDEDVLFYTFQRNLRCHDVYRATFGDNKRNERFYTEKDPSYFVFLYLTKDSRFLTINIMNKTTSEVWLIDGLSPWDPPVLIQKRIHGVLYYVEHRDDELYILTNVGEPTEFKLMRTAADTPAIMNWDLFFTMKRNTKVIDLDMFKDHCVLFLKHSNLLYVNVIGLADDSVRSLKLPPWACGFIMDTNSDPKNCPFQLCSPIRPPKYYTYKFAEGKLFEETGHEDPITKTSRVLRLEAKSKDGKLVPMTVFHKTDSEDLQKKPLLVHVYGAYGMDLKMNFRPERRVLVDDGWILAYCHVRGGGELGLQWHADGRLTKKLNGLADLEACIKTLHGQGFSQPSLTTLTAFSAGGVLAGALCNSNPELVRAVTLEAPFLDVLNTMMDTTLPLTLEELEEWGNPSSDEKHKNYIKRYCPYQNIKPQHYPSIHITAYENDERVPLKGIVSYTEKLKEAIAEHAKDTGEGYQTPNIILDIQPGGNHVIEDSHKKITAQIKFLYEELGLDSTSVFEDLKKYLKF
pPAFAH FP inh – pPAFAH enzyme inhibitors, primary screen, biochemical, fluorescence polarization, human | Platelet-activating factor acetylhydrolase (Homo sapiens), Q13093 | recombinant pPAFAH, FP-rhodamine probe fluorescence polarization | inhibition, % at 3.39 µM | hit rate 1.5% among 330,000 | AID 463082, 2010;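 active = inhibition above the mean inhibition across the screen plus 3 SD, cut at about 25% in these data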;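 also: inhibitors block binding of the rhodamine activity-based probe so polarization drops; 0% = enzyme with DMSO and 100% = wells lacking pPAFAH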
Starred values were filed as active, the others as inactive; nt = no result given.

SMILES	EBNA-1 inhibitor	PAFAH1B3 inh	ZTA DNA inh	LYPLA1 counter	PAFAH1B2 FP inh	LYPLA2 inh	PAFAH2 FP inh	PREPL inh	pPAFAH FP inh
CCCCCNCc1cccc(Br)c1	2	5	-6	3	0	0	-7	-1	5
CNc1nc(-c2ccccc2)cc(-c2ccccc2)n1	-20	10	5	1	3	0	-1	-9	8
O=[N+]([O-])c1ccc2[nH]c(O)c(N=NC3CS(=O)(=O)CC3O)c2c1 (stereo unspecified)	-3	-2	14	0	-2	0	5	10	0
COc1ccc(N[C@@H]2CCN3C(=O)c4ccccc4[C@@H]3C[C@H]2O)cc1	nt	2	nt	nt	2	nt	11	nt	8
Cc1cccc(NC(=O)c2ccc(S(=O)(=O)C(F)F)cc2)c1C	0	1	-11	-2	3	0	-12	1	4
CCOc1ccccc1NC1c2ccccc2C(=O)N1c1cccnc1 (stereo unspecified)	1	0	-6	2	1	8	6	-18	4
Cc1ccc(OC(=O)c2ccc3snnc3c2)cc1	5	5	10	3	-1	16	4	2	4
O=C(c1cc(-c2cccnc2)nc2ccc(Br)cc12)N1CCN(c2ncccn2)CC1	6	-2	7	-2	-4	-2	-1	-11	1
CCn1ccnc1CN(C)Cc1nc(CCC(C)C)no1	0	6	9	3	0	3	-2	4	2
C=CCN=C1CC(C)(C)CC(=O)/C1=C(\O)c1ccccc1	10	-4	1	0	2	4	-4	5	4
O=C(CN1C(=O)NC2(CCCC2)C1=O)N1CCN(S(=O)(=O)c2cccc(C(F)(F)F)c2)CC1	-3	-1	9	-1	3	3	0	10	-4
COc1ccccc1Nc1nc(C)nc2c1oc1ccccc12	-3	3	13	0	-5	1	-2	-4	3

Five compounds already listed, sorted by length of the SMILES, lowest first.
SMILES	EBNA-1 inhibitor	PAFAH1B3 inh	ZTA DNA inh	LYPLA1 counter	PAFAH1B2 FP inh	LYPLA2 inh	PAFAH2 FP inh	PREPL inh	pPAFAH FP inh
CCCCCNCc1cccc(Br)c1	2	5	-6	3	0	0	-7	-1	5
CCn1ccnc1CN(C)Cc1nc(CCC(C)C)no1	0	6	9	3	0	3	-2	4	2
CCOc1ccccc1NC1c2ccccc2C(=O)N1c1cccnc1 (stereo unspecified)	1	0	-6	2	1	8	6	-18	4
C=CCN=C1CC(C)(C)CC(=O)/C1=C(\O)c1ccccc1	10	-4	1	0	2	4	-4	5	4
O=[N+]([O-])c1ccc2[nH]c(O)c(N=NC3CS(=O)(=O)CC3O)c2c1 (stereo unspecified)	-3	-2	14	0	-2	0	5	10	0

Back to the main list with the 3 entries that preceded the break.
SMILES	EBNA-1 inhibitor	PAFAH1B3 inh	ZTA DNA inh	LYPLA1 counter	PAFAH1B2 FP inh	LYPLA2 inh	PAFAH2 FP inh	PREPL inh	pPAFAH FP inh
C=CCN=C1CC(C)(C)CC(=O)/C1=C(\O)c1ccccc1	10	-4	1	0	2	4	-4	5	4
O=C(CN1C(=O)NC2(CCCC2)C1=O)N1CCN(S(=O)(=O)c2cccc(C(F)(F)F)c2)CC1	-3	-1	9	-1	3	3	0	10	-4
COc1ccccc1Nc1nc(C)nc2c1oc1ccccc12	-3	3	13	0	-5	1	-2	-4	3
O=C(N/N=C/c1ccccn1)c1[nH]c2ccc([N+](=O)[O-])cc2c1-c1ccccc1	-14	10	10	-13	1	-33	-7	21	18
COCCCn1c(=O)/c(=C\c2cccc(OC)c2OC)s/c1=C(/C#N)C(=O)Nc1ccc(C(=O)O)cc1	-9	-1	11	-2	2	-7	-9	3	1
COCCCNc1ncnc2ccc(C)cc12	-4	1	2	-1	3	-2	4	5	25*
COCc1c(C#N)c(NCCc2ccc(F)cc2)nc(C)c1[N+](=O)[O-]	2	-8	-2	0	20	2	-1	31	5
O=C(CN1C(=O)NC2(CCc3ccccc3C2)C1=O)NCc1ccco1 (stereo unspecified)	0	17	-3	-2	5	-6	1	3	3
Cc1noc(C)c1CS(=O)(=O)c1ccc(Br)cc1	5	7	7	1	7	2	2	-5	7
CN1CCN(C(=O)C(N)Cc2ccccc2)CC1 (stereo unspecified)	-4	7	4	3	1	0	-3	2	4
C[C@]12c3[nH]c4cc(-c5ccco5)ccc4c3CCN1C(=O)[C@@H](CC(=O)NCCN1CCOCC1)C[C@@H]2C(=O)N1CCOCC1	nt	8	nt	nt	6	nt	-2	nt	3
COc1cc(/C=C/C(=O)OCC(=O)Nc2ccccc2Sc2ccc(Cl)cc2)ccc1O	1	-3	-8	-7	3	2	14	-24	24
CCOC(=O)c1cc(NC(=O)CCC(=O)O)ccc1N1CCCCC1	-6	2	0	0	3	-2	5	6	4
CN(C)S(=O)(=O)c1cccc(C(=O)NCC2(N3CCOCC3)CCCCC2)c1	-2	5	-6	1	9	3	4	-15	4
CCc1ccc(OCCNC(=O)c2ccccc2SCc2ccc(F)cc2)cc1	4	-1	0	-5	15	-2	-7	1	9
Cc1cc(N2CCN(c3nnnn3-c3ccccc3)CC2)n2ncnc2n1	15	12	-11	5	2	7	2	0	1
CCO[C@H]1OC(C(=O)NCc2nc3ccccc3[nH]2)=C[C@@H](c2csc3ccccc23)[C@@H]1CCCO	10	5	13	-5	-6	-7	2	-15	1
COc1ccccc1C(CC(=O)Nc1ccccc1C)c1ccc(OC(C)C)cc1 (stereo unspecified)	4	2	11	-8	-1	-9	-2	-18	5
Cc1cccc(NC(=O)c2ccc(NS(=O)(=O)c3c(C)noc3C)cc2)c1	-12	3	-9	-1	4	12	-1	7	13
Oc1[nH]c2ccccc2c1N=Nc1ccccc1F	12	-20	3	-10	-8	-13	-11	-7	3
CC(C)N(C(=S)NCc1ccccc1)c1ccccc1	-1	7	-3	-2	29*	0	4	0	-5
CON(C)C(=O)CC1(CN(Cc2ccccc2)C(=O)OC(C)(C)C)CCCCC1	nt	7	nt	nt	1	nt	-1	17	4
COc1ccccc1C1=NOC(Cn2c(NCCOCCO)nc3c2c(=O)n(C)c(=O)n3C)C1 (stereo unspecified)	6	nt	-2	-2	nt	-1	nt	6	-2
O=C(CNC(=O)c1ccccc1Br)N/N=C/c1ccccc1O	-5	-2	-1	2	2	3	-1	0	4
CC(C)C(O)(C#CCN1CCCCC1)c1ccccc1 (stereo unspecified)	9	10	-18	0	6	9	-1	17	1
CCOC(=O)c1c(C)[nH]c(C(=O)COC(=O)COc2ccccc2C=O)c1C	2	2	1	2	0	-1	-10	3	5
CC(C)Cc1nc(SCC(=O)Nc2ccc(S(N)(=O)=O)cc2)n[nH]1	1	14	-1	1	7	-1	2	22	2
COc1nc2ccccc2c(=O)n1OCC(C)C	-8	1	-16	2	2	3	-2	0	0
c1ccc(-c2cn3c(n2)-c2ccccc2C3)cc1	2	0	-5	0	4	2	4	-6	4
Cc1ccc(/C=C2/NC(=O)N(Cc3ccccc3F)C2=O)s1	9	-16	-6	-10	-3	-17	-17	-8	-4
Cn1ncc2c(NCc3cccc(C(F)(F)F)c3)c(C(=O)O)cnc21	-9	nt	-4	0	nt	-3	nt	-3	2
Cc1nc2ccc(S(=O)(=O)NC(C(=O)NC3CCCC3)C(C)C)cc2s1 (stereo unspecified)	16	4	2	-3	0	-4	-4	0	0
CC(=O)N/C(=C/c1ccccc1)C(=O)NC(Cc1ccccc1)C(=O)O (stereo unspecified)	-5	-7	-1	2	1	-7	-2	-11	-2
Cc1sc2nc(CC(N)=O)[nH]c(=O)c2c1-c1ccccc1	13	6	8	-2	2	6	-2	-11	5
O=C(Nc1ccccc1Cc1ccccc1)c1ccccc1NS(=O)(=O)c1ccc(Cl)s1	15	3	-1	-6	2	0	10	16	16
COc1ccc(C(=O)COc2ccc(C)cc2NC(C)=O)cc1	-12	nt	-3	2	nt	1	nt	5	2
CCOC(=O)c1coc(CNC(=O)c2c(C)oc3c2CCCC3)c1	-15	-3	-18	0	-1	7	-2	7	2
CC(C)(C)c1cc(NC(=O)CSc2nnc(N)s2)n(-c2ccccc2)n1	9	4	0	1	3	13	1	6	9
Cc1ccc(NCN2C(=O)C3C4C=CC(C4)C3C2=O)cc1 (stereo unspecified)	8	1	-4	1	4	0	4	5	6
O=C(NC(=S)Nc1cccc(NC(=O)c2ccc(Cl)cc2Cl)c1)c1cccs1	10	-2	-10	-7	-3	-22	-9	6	2
CC1CCN(C(c2ccc(N(C)C)cc2)c2nnnn2Cc2ccc(F)cc2)CC1 (stereo unspecified)	14	-3	-1	2	6	7	3	7	3
Cc1noc(C)c1CSCC(=O)N(C)CC(=O)Nc1cccc(F)c1	1	-6	-23	-3	4	-7	3	2	-3
N#Cc1cc([N+](=O)[O-])ccc1NC(=O)COC(=O)CN1C(=O)C2CCCCC2C1=O (stereo unspecified)	nt	2	nt	nt	6	nt	12	28	3
Cc1cc(Cl)ccc1OCCCC(=O)NCc1ccncc1	-4	9	6	1	6	0	4	2	5
Cc1ccc(C(NC(=O)N2CCOCC2)C(Cl)(Cl)Cl)cc1F (stereo unspecified)	0	-1	-5	-3	2	-5	1	-1	6
CCC(CO)Oc1cc(NCc2ccccc2OC)c2ncn(C(C)C)c2c1 (stereo unspecified)	nt	4	nt	nt	0	nt	-1	26	3
O=c1cc(-c2ccc(O)c(O)c2)oc2cc(O)c(C3OC(CO)C(O)C(O)C3O)c(O)c12 (stereo unspecified)	-3	14	1	-9	11	-8	-7	12	2
O=C(NCC(c1cccs1)N1CCOCC1)c1ccco1 (stereo unspecified)	9	3	-1	0	1	3	-5	10	1
CCOC(=O)c1cc(-c2ccc(F)cc2)n(CCC(=O)NC2CCN(Cc3ccccc3)CC2)c1C	-3	-2	-1	-1	0	4	9	28	40*
C=CCn1c(C)cc(C(=O)CSc2n[nH]c(N)n2)c1C	7	4	2	-2	-3	0	-2	15	-1
COc1ccc(F)cc1C1=CC(=O)C[C@H](c2ccc3c(c2)OCO3)C1	nt	12	-11	-2	-5	10	-1	11	1
COc1ccc(NC(=O)Cn2nnc(C(N)=O)c2N)c(OC)c1	5	4	-5	4	6	14	-3	3	-1

Rewritten with two lines to a compound: four of the compounds above
Each structure is followed by: EBNA-1 inhibitor	PAFAH1B3 inh	ZTA DNA inh	LYPLA1 counter	PAFAH1B2 FP inh	LYPLA2 inh	PAFAH2 FP inh	PREPL inh	pPAFAH FP inh
N#Cc1cc([N+](=O)[O-])ccc1NC(=O)COC(=O)CN1C(=O)C2CCCCC2C1=O (stereo unspecified)
  nt	2	nt	nt	6	nt	12	28	3
Cc1cc(Cl)ccc1OCCCC(=O)NCc1ccncc1
  -4	9	6	1	6	0	4	2	5
Cc1ccc(C(NC(=O)N2CCOCC2)C(Cl)(Cl)Cl)cc1F (stereo unspecified)
  0	-1	-5	-3	2	-5	1	-1	6
CCC(CO)Oc1cc(NCc2ccccc2OC)c2ncn(C(C)C)c2c1 (stereo unspecified)
  nt	4	nt	nt	0	nt	-1	26	3

These rows are one share of the data. The share of hits here may be higher or lower than overall.
